Source: PubChem (several laboratories)
HTR5A ag: HTR5A agonism, opioid heterodimer counter-screen. P47898. activation, % at 9.3 µM. HTR5A agonist assay, luminescence, cell-based. 0.61% of 340,000 active; in the data active = activation mostly above about 9.5%, no sharp cut-off; inactive = mostly below about 7.6%;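 note: 0% = cells with vehicle only and 100% = reference agonist; strong numbers were not always called active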
SR-BI DiI-HDL act: SR-BI HDL lipid transfer activation. 0.096% of 320,000 active. activation, % at 12.5 µM. CHO ldlA[mSR-BI] cells, DiI-HDL uptake fluorescence, 3 h; 100 = double the neutral-control signal;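 active = mean replicate activation of at least 60% and every replicate at or above 60%; inconclusive = mean or all-replicate condition met, but not both; inactive = mean below 60% and not all replicates reaching 60%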;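 note: 0% = median plate neutral-control signal and 100% = twice that signal; values of inactives mirror those of a sister screen read the other way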
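system = CHO ldlA[mSR-BI] cells, LDL receptor-null, SR-BI overexpressing | medium = Ham's F12 with 0.5% BSA, HEPES 25 mM, pH 7.4 | probe or stimulus = DiI-HDL 10 µg/mL | compound dosing = single-point compound dose | incubation = compound exposure 3 h, 37 °C | technique = DiI fluorescence, bottom read | read-out = cell-associated DiI fluorescence as measure of HDL uptake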
CDK5 p35 inh: inhibitors of human CDK5/p35 kinase. Q00535+Q15078. AID 488839. Recombinant CDK5/p35, ADP-Glo luminescence, 60 min. inhibition, % at 10 µM. 0.01% of 330,000 active;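 active = highest replicate inhibition of at least 50% and at least 75% of replicates reaching 50%; inconclusive = only one of the two criteria met; inactive = both criteria failed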;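 note: plate controls were DMSO neutral control for no effect and GW8510 at 10 µM for full effect; many of its hits are not listed in these tables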
Target sequence (Q00535 whole entry, looked up): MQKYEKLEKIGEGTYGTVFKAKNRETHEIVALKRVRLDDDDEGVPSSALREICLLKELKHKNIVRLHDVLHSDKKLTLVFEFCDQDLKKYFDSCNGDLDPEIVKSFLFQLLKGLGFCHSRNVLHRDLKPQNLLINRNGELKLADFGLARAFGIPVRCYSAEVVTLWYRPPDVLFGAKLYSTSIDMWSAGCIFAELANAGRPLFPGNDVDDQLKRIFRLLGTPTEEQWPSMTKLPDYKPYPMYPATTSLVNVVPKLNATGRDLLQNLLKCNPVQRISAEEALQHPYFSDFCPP
Target sequence (Q15078 whole entry, looked up): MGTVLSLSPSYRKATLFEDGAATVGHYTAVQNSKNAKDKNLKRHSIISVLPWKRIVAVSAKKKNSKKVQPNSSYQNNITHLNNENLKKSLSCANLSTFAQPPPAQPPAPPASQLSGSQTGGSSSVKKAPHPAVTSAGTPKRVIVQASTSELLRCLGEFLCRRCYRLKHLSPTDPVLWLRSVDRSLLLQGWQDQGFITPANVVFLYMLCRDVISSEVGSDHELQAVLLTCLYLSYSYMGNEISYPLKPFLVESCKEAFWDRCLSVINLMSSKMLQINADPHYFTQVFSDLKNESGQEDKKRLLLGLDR
PvdQ inh: blocks Pseudomonas aeruginosa PvdQ acylase activity; purified PvdQ acylase, fluorescence plate reader; 0.063% of 340,000 active; inhibition, % at 10 µM; in the data active = inhibition above about 30%, passing the limit was not always enough; inconclusive = no clear call, values can overlap the other calls;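 note: 0% = vehicle neutral wells and 100% = reference inhibitor wells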
SR-BI DiI inh: blocks mouse SR-BI lipid uptake from DiI-HDL; 0.96% of 320,000 active; inhibition, % at 12.5 µM; ldlA[mSR-BI] CHO cells, DiI-HDL uptake fluorescence, 3 h; Q61009;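 active = mean replicate inhibition of at least 70% and a set share of replicates each scoring 70 or more; inconclusive = meets just one of the two criteria; inactive = fails both criteria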;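 note: 0% = median of neutral control wells and 100% = median of positive control wells; values of inactives mirror those of a sister screen read the other way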
dFosB activator: enhances mouse delta FosB homodimer DNA binding; purified delta FosB, TAMRA-CDK5 oligo fluorescence polarization; percent of positive-control signal above neutral wells; activation, % at 25 µM; 0.99% of 340,000 active; P13346;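 active = mean activation above about 17%, with every replicate also reaching it, limit read from the data, passing the limit was not always enough; inconclusive = only one of the two conditions met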;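 note: fluorescence polarization rise as delta FosB binds a TAMRA Cdk5 AP-1 oligo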
Rtt109 Vps75: inhibitors of Candida albicans Rtt109/Vps75 histone acetyltransferase | inhibition, % at 34.9 µM | purified Rtt109/Vps75, ThioGlo CoA-SH fluorescence, 4 h | AID 540336 | 0.16% of 330,000 active | Q5AAJ8;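 active = inhibition of at least 50% in every replicate; inconclusive = best replicate reaches 50% inhibition but some replicates fall short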
Target sequence (Q5AAJ8 whole entry, looked up): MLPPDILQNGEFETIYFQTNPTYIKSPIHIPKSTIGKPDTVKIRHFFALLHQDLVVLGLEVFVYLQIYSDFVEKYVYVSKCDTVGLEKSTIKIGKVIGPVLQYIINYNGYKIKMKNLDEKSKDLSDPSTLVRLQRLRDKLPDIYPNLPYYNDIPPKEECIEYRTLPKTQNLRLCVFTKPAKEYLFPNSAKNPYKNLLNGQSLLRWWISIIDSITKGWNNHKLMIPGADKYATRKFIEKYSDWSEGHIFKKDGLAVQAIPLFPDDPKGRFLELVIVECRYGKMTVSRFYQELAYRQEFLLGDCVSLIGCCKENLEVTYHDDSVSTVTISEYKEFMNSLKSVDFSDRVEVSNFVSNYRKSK
RTF Ca sens act: cardiac RTF calcium sensitization. P19429+P45379. IANBD-labeled TnC RTF fluorescence at EC20 calcium; 0% EC20 calcium, 100% full calcium. activation, % at 7.2 µM. 0.24% of 340,000 active;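 active = activation above the mean over all tested compounds plus 3 SD, cut at about 30% in these data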;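 note: rise in fluorescence read as greater calcium sensitivity of cardiac thin filaments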
Wnt bcat act: Wnt/beta-catenin pathway activation; activation, % at 9.35 µM; 1.2% of 300,000 active; Wnt/beta-catenin reporter cell assay, activator, plate reader; AID 743398; in the data active = activation above about 30%, passing the limit was not always enough; inconclusive = no clear call, values can overlap the other calls;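 note: 0% = neutral control wells and 100% = positive control wells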
MITF TRPM1 HTS: increases MITF-driven TRPM1 promoter luciferase signal | SK-MEL-5 TRPM1-promoter luciferase, 24 h; % of positive control, neutral wells = 0 | activation, % at 12.5 µM | 0.75% of 300,000 active;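 active = mean activation of at least 80% with every replicate also reaching 80%; inconclusive = mean reaches 80% but some replicate falls short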;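 note: 0% = neutral control wells and 100% = parthenolide positive control wells; values of inactives mirror those of a sister screen read the other way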
An asterisk follows results filed as active; i = inactive; ? = inconclusive; nt = not tested or not shown. An unsorted share of the library. Share with any hit: about 4.4%.

SMILES	HTR5A ag	SR-BI DiI-HDL act	CDK5 p35 inh	PvdQ inh	SR-BI DiI inh	dFosB activator	Rtt109 Vps75	RTF Ca sens act	Wnt bcat act	MITF TRPM1 HTS
O=C(NNC(=O)c1ccc(Oc2cc(Cl)cc(Cl)c2)o1)c1ccccc1	-4	17	0.8	0	-17	1	-13	-3	-2	-10
O=C(CCCN1C(=O)c2ccccc2C1=O)NC1=NCCS1	8	33	-0.7	-5	-33	2	-1	2	-3	-7
CCN(CC(=O)Nc1c(F)cccc1F)C(=O)CCc1c[nH]c2ccccc12	2	-5	-0.3	-10	5	3	0	-1	-4	-1
CCCC(=O)Nc1cc(Cl)ccc1N1CCN(C(=O)CC)CC1	5	-28	-1.4	-7	28	-4	5	-5	-2	-8
Cc1cc([N+](=O)[O-])ccc1NC(=O)Nc1ccc(F)cc1F	0	-71	0.8	-4	?	24*	-2	2	6	4
Cc1ccc(N=c2oc3cc(O)ccc3cc2C(N)=O)cc1	5	nt	0.9	-24	41	-5	i	1	22	42
COc1ccc(CN2CCNC(=O)C2CC(=O)N(C)Cc2ccon2)cc1OC (stereo not given)	-2	10	1.1	-2	-10	-4	0	2	-10	-3
COc1ccc(/C=N/Nc2nc(-c3ccc(Cl)cc3)cc(C(F)(F)F)n2)c(OC)c1	3	-80	-1.0	-18	80*	-2	4	8	-4	3
O=C(NCC(c1ccco1)N1CCN(c2ccc(F)cc2)CC1)OCc1ccccc1 (stereo not given)	0	-2	-5.4	-13	2	-3	-4	-6	-1	-2
Cc1nc(NC(=O)c2ccc([N+](=O)[O-])cc2Cl)sc1C(=O)N(C)C	-1	-9	-4.9	-9	9	1	-1	10	nt	-9
CC(=O)Nc1ccc(Oc2ccc(-c3noc(C)n3)cc2)cc1	-3	nt	0.9	-9	nt	0	-1	3	nt	19
O=C(C1CCN(S(=O)(=O)c2c(Cl)cccc2Cl)CC1)N1CCCC1	-4	-22	-0.1	7	22	-6	-3	-1	-3	-2
CCOc1ccc(NC(=O)CCC(=O)Nc2cc(OC)c(NC(=O)c3ccco3)cc2OC)cc1	0	nt	0.5	-8	nt	-6	0	0	0	-16
CN(C)CC(=O)N1c2ccccc2CCc2ccc(NC(=O)c3ccc(N)cc3)cc21	3	-16	-0.2	-11	16	-3	-3	-2	nt	14
COc1cc2c(cc1OC)C(C)N(C(=O)c1cc3n(n1)C(C(F)(F)F)CC(c1ccco1)N3)CC2 (stereo not given)	-4	-33	-0.7	-10	33	2	28	-4	nt	-13

An excerpt from above in order of count of non-hydrogen atoms, smallest number first:
SMILES	HTR5A ag	SR-BI DiI-HDL act	CDK5 p35 inh	PvdQ inh	SR-BI DiI inh	dFosB activator	Rtt109 Vps75	RTF Ca sens act	Wnt bcat act	MITF TRPM1 HTS
Cc1ccc(N=c2oc3cc(O)ccc3cc2C(N)=O)cc1	5	nt	0.9	-24	41	-5	i	1	22	42
CCCC(=O)Nc1cc(Cl)ccc1N1CCN(C(=O)CC)CC1	5	-28	-1.4	-7	28	-4	5	-5	-2	-8
Cc1nc(NC(=O)c2ccc([N+](=O)[O-])cc2Cl)sc1C(=O)N(C)C	-1	-9	-4.9	-9	9	1	-1	10	nt	-9
O=C(NNC(=O)c1ccc(Oc2cc(Cl)cc(Cl)c2)o1)c1ccccc1	-4	17	0.8	0	-17	1	-13	-3	-2	-10
CCN(CC(=O)Nc1c(F)cccc1F)C(=O)CCc1c[nH]c2ccccc12	2	-5	-0.3	-10	5	3	0	-1	-4	-1
CN(C)CC(=O)N1c2ccccc2CCc2ccc(NC(=O)c3ccc(N)cc3)cc21	3	-16	-0.2	-11	16	-3	-3	-2	nt	14
CCOc1ccc(NC(=O)CCC(=O)Nc2cc(OC)c(NC(=O)c3ccco3)cc2OC)cc1	0	nt	0.5	-8	nt	-6	0	0	0	-16

(continued)
SMILES	HTR5A ag	SR-BI DiI-HDL act	CDK5 p35 inh	PvdQ inh	SR-BI DiI inh	dFosB activator	Rtt109 Vps75	RTF Ca sens act	Wnt bcat act	MITF TRPM1 HTS
CC(=O)OCc1cc(=O)n(C)c(=O)n1C	2	19	-0.6	-2	-19	-3	1	5	nt	9
Cc1ccc(C)c2c1[nH]c1ccccc12	5	-29	1.3	-9	29	-2	6	2	-5	0
O=C(Cc1cccc(NC(=O)C2CCCN(C(=O)C3CCC3)C2)c1)Nc1cccc(C(=O)N2CCCCC2)c1 (stereo not given)	-3	-24	0.9	-11	24	-7	4	5	-3	11
CC1CC(=O)C2=C(C1)Nc1ncnn1C2c1ccccc1 (stereo not given)	14	43	-1.1	6	-43	2	-1	3	3	nt
O=C(NCCOCC(F)(F)C(F)F)c1cc(F)c(F)cc1Cl	4	-6	-1.4	20	6	-4	3	11	-1	13
CCOC(=O)c1cc2c(=O)n3cccc(C)c3nc2n(Cc2ccco2)c1=NC(=O)c1cccnc1	-3	-7	3.1	-4	7	-19	-11	2	-1	11
CCOc1ccc(CNS(=O)(=O)c2ccc(-c3ccc(=O)[nH]n3)o2)cc1OC	4	1	-0.2	2	-1	0	25	-3	-2	-4
N/C(=N\OC(=O)N1c2ccccc2Sc2ccccc21)c1ccc(Br)cc1	4	-9	-0.2	7	9	-6	7	3	-2	-2
COc1ccc(-n2c(SCC(N)=O)nc3nc4c(cc3c2=O)COC(C)(C)C4)cc1	1	9	0.7	-1	-9	-7	-14	-6	-1	1
CCOc1ccc(-n2c(=S)sc3c(=O)[nH]c(SCC(=O)NCC4CCCO4)nc32)cc1 (stereo not given)	4	7	-0.6	-5	-7	3	-1	-4	1	12
COc1ccc(Cl)cc1S(=O)(=O)N1CCCC1	-2	17	-1.9	-6	-17	0	nt	9	nt	7
O=C(COC(=O)COc1ccccc1)Nc1ccc(Cl)cn1	1	28	2.8	-18	-28	0	10	2	1	10
CCOc1ccc(CNS(=O)(=O)c2cc(-c3cc(C)no3)ccc2OC)cc1OC	-3	-5	1.5	-6	5	-3	7	1	-3	2
CCn1c2ccccc2c2cc(NC(=O)COC(=O)c3cc(S(N)(=O)=O)c(Cl)cc3Cl)ccc21	-3	nt	0.3	-3	nt	-3	37	-1	-5	-4
CC(=O)Nc1ccc(S(=O)(=O)N2CCN(S(=O)(=O)c3ccc(NC(C)=O)cc3)CC2)cc1	-2	-1	1.7	-9	1	-4	4	-6	24	-4
COc1cc(SC)ccc1C(=O)Nc1nc(C)cs1	4	-35	5.2	-9	35	-17	12	-5	-7	-88
CC(C)CCNC(=O)CNC(=S)N(CCCN1CCOCC1)Cc1cccs1	3	9	0.5	3	-9	-1	2	8	nt	0
CC(NS(=O)(=O)c1ccc2c(c1)CC(=O)N2C)c1ccccc1 (stereo not given)	3	nt	-4.9	-10	nt	-5	2	2	-2	nt
CC(=O)c1nn(-c2ccc(Cl)cc2)cc1C(=O)c1ccccc1	1	-44	6.2	-4	44	3	5	-7	2	nt
CC(C)c1nc(CNC(=O)CCc2nnc(-c3ccsc3)o2)cs1	-3	38	0.4	-5	-38	1	1	0	-2	-2
CCCCn1c(SCC(=O)c2ccc(O)cc2O)nc2cc(S(N)(=O)=O)ccc21	6	nt	-2.5	-10	nt	1	6	-6	0	10
Cc1nn(S(=O)(=O)c2ccc(F)cc2)c(C)c1S(=O)(=O)N1CCCCC1	-1	13	-0.4	0	-13	-2	1	-4	0	-4
COc1ccc(C(=O)NCCc2nnc3ccc(SCC(=O)Nc4ccccc4F)nn23)cc1	-2	8	-3.9	4	-8	-7	-6	-3	-3	-2
CCC(C)NC(=O)COC(=O)Cc1sc(N)nc1-c1ccc(C)cc1 (stereo not given)	3	10	-0.1	-15	-10	-12	-3	-2	-2	5
O=C(Nc1ccc(S(=O)(=O)NCc2ccco2)cc1)C1CCCCC1	-5	-18	0.9	-2	18	-5	9	2	-2	-1
Cc1ccccc1Cn1cc(NC(=O)c2nc3ncccn3n2)cn1	-1	-4	-1.5	19	4	-8	-1	-4	nt	40
C/C(=N\NC(=O)CCC(=O)O)c1c(-c2ccccc2)c2cc(Br)ccc2[nH]c1=O	4	nt	-0.9	-7	nt	3	2	-3	0	7
CCN1C(=O)[C@H]2[C@@H](c3ccc(SC4CCCCC4)cc3)N[C@@](CC(C)C)(C(=O)OC)[C@H]2C1=O	0	-7	-0.5	-2	7	3	16	2	-5	-2
CCOC(=O)[C@@H]1[C@H]2COc3ccc(Br)cc3[C@@H]2N2C(=O)N(c3cccc(F)c3)C(=O)[C@@]12C	-3	16	-1.3	-9	-16	-4	4	-8	-4	-1
COc1ccc(/C=C/C(=O)Nc2cc(F)ccc2C)cc1S(=O)(=O)N1CCOCC1	5	-44	0.3	-6	44	-10	8	3	-3	1
Cc1ccc2nc(-c3cccc(S(=O)(=O)N(C)C)c3)cn2c1	1	nt	0.8	-15	nt	-3	0	-1	nt	?
O=C(O)CCCNS(=O)(=O)c1ccc(Br)s1	0	17	0.3	-10	-17	-1	0	0	-1	-1
CCn1nc(NS(=O)(=O)c2ccccc2[N+](=O)[O-])c2cc3cccc(C)c3nc21	0	6	-2.6	-10	-6	-8	11	-3	3	-2
Fc1ccc(N2CCN(c3ccc4c(C(F)(F)F)cc(C(F)(F)F)nc4n3)CC2)cc1	4	30	0.3	-2	-30	2	4	0	nt	nt
O=C(NC(=S)Nc1ccc2c(c1)OCO2)c1ccc(Cl)cc1	-1	30	2.6	-13	-30	4	0	-1	nt	62
CCN1C[C@@H]2[C@@H]3C(=O)N(Cc4ccccc4)C(=O)[C@@H]3[C@](C)(C1=O)N2C(=O)c1ccc(C)cc1	2	11	-0.5	-5	-11	-2	-1	-2	-3	-12
O=C(NCc1nc(-c2ccccc2)no1)c1cccs1	1	25	-0.5	-10	-25	-3	-5	-5	-3	6
COc1ccc(NC(=O)CCS(=O)(=O)c2ccc3nc(C)sc3c2)cc1OC	-4	4	-2.1	-6	-4	-5	-21	1	0	nt
O=C(NNC(=O)c1cccnc1)Nc1cccc2ccccc12	0	14	0.1	-18	-14	-3	0	-7	-4	-8
C/C(=N\NC(=O)c1ccc(N2CCCC2=O)cc1)c1ccncc1	2	nt	-2.1	-7	nt	-7	-6	-1	2	1
CC1=CC(c2ccccc2)NC(=S)N1 (stereo not given)	0	-34	-0.8	-1	34	5	-7	-4	nt	0
